# Screening results from PubChem BioAssay.
# mHTT-CaM PPI inh: disrupts binding of mutant huntingtin to calmodulin; P42858; AlphaScreen His-mHTT/GST-CaM binding, luminescence; inhibition, % at 15 µM; 3.6% of 190,000 active; AID 1671202;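 further: 0% = both proteins with DMSO and 100% = one protein alone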
# Pf apPOL inh: Pf-apPOL DNA polymerase inhibition | 0.25% of 210,000 active | Recombinant Pf-apPOL, molecular beacon fluorescence, 1.5 h | inhibition, % at 10 µM
# * marks the source's active call; other numbers are inactive results; nt = no result given; & = joins results of further samples. No stated cut-off is given here; in the data, active means inhibition above about 50%; inactive means the rest. An unsorted share of the library; 3.7% or so of the library scored in one or more.
smiles	mHTT-CaM PPI inh	Pf apPOL inh
COc1ccc(/C=C2\N=C(c3cc(OC)c(OC)c(OC)c3)OC2=O)cc1OC	11	-2
O=c1oc2ccc(NS(=O)(=O)c3cccs3)cc2s1	9	4
O=C(CN1CCCC1)NCC12CC3CC(CC(C3)C1)C2	-3	-1
O=C1CCC[C@H]2C[C@H](NCc3ccccc3F)CC[C@]23CCCN13	0	-4
Cc1ccc(O)c(CNC2CCN(c3ccc(C(=O)Nc4ccc(F)cc4)cn3)C2)c1 (configuration not stated)	3	-2
COc1cc(Cl)cc(OC)c1NC(=S)N1CCN2C(=O)c3ccccc3C21c1ccccc1 (configuration not stated)	nt	2
COc1ccc(CNC(=O)c2ccccc2Sc2ccccc2C#N)cc1OC	1	4
Cc1ccccc1-c1nc(C2CCN(S(=O)(=O)c3ccc(F)cc3)CC2)no1	0	2
CN1CCN([C@@H]2CS(=O)(=O)N[C@H]2COCc2ccccc2)CC1	-5	-3
CCC(C)NC(=O)c1c[nH]c2ccc(S(=O)(=O)N(C)c3ccccc3C)cc2c1=O (configuration not stated)	8	-12
COc1ccc(CCN2CC(C(=O)NCC(C)C)CC2=O)cc1OC (configuration not stated)	3	-10
CC1CC(C)CN(CC(O)COC23CC4CC(CC(C4)C2)C3)C1 (configuration not stated)	-3	-8
CCCCn1c(=O)n(Cc2ccccc2Cl)c2c1c(=O)n(C)c(=O)n2C	-1	3
NC1=Nc2ccc(Cl)cc2C1(O)c1ccccc1 (configuration not stated)	nt	-6&5
CC(=O)c1ccc(OC(=O)C2OC3OC(C)(C)OC3C3OC(C)(C)OC23)cc1 (configuration not stated)	-4	0
Cn1cnc(S(=O)(=O)Nc2cc(C(F)(F)F)ccc2N2CCOCC2)c1	nt	4&-14
COc1ccc(Nc2nc(N)nc(CN(C)C3CCCCC3)n2)cc1	6	-10
COc1ccc(C2(C(=O)N3CCCC3c3nc(-c4ccc(C)cc4)no3)CC2)cc1 (configuration not stated)	1	-3
c1ccc2c(c1)CCCN2c1ncnc2c1nc1n2CCCC1	0	-5
O=[N+]([O-])c1ccc(-c2cnc3ccccc3n2)cc1	6	-10

# New compounds follow.
smiles	mHTT-CaM PPI inh	Pf apPOL inh
Cc1ccn2c(NC(=O)CCCCl)c(-c3ccc(F)cc3)nc2c1	18	-2
Cc1nc2scc(-c3ccc(C(C)(C)C)cc3)c2c(=O)n1N	10	-19
CC(=O)NC1=NC(=O)/C(=C\c2ccc(-c3ccc(C)c(Cl)c3)o2)S1	0	-4
CCc1cc(C(=O)c2ccc(OC)cc2)c(NC(=O)CSc2nnc(-c3cccs3)n2C)s1	nt	9
O=C(Cc1ccc(Cl)cc1)Nc1cccc(-c2nc3ncccc3o2)c1	-1	-12
Cc1ccc(C(C)C)c(OCc2ccc(C(=O)O)o2)c1	3	-13
COc1cccc(CNC(=O)C2Oc3ccccc3NC2=O)c1 (configuration not stated)	-9	0
CC(C)(C)C(=O)CSc1nnc(-c2cccs2)o1	0	nt
CCc1nc(-c2cccc(-c3noc(COc4ccccc4)n3)c2)cs1	-25	-4
O=C(O)c1ccc(-c2ccc(Cl)cc2)o1	nt	-15
COc1ccc(CC(=O)NCc2ccccc2)cc1	-5	9
O=C(NCC1COc2ccccc2O1)Nc1csc2ccccc12 (configuration not stated)	nt	9
O=C(NCCc1ccccc1)C(=O)Nc1ccc(F)cc1	0	-4
O=C(Cn1c2ccccc2c(=O)c2ccccc21)Nc1cccnc1	3	-4
CCc1ccc(C(=O)Nc2c(C)nc3scc(C)n3c2=O)cc1	-4	-4
COc1ccccc1-c1nc(C2CCN(C(=O)c3ccco3)CC2)no1	1	-4
O=C(COc1ccccc1)N1CCCC(COc2ccc(C(=O)N3CCCC3)cc2)C1 (configuration not stated)	4	3
CCCCN1CCN(C(=O)c2cn3cccc(C)c3n2)CC1	-10	-3
COc1cccc(NC(=O)CSc2nc3nc(C)c(Cc4ccccc4C)c(C)n3n2)c1	24	1
COc1ccccc1CN1CCN(Cc2cc(OC)c(OC)c(OC)c2)CC1	-10	-3

# Look-ups from above.
# For mHTT-CaM PPI inh, `COc1cccc(NC(=O)CSc2nc3nc(C)c(Cc4ccccc4C)c(C)n3n2)c1` has 24
# For mHTT-CaM PPI inh, `CC(C)(C)C(=O)CSc1nnc(-c2cccs2)o1` has 0

# Going on with the list:
smiles	mHTT-CaM PPI inh	Pf apPOL inh
CCCCOC(=O)c1ccc(NC(=O)CCn2c(=O)oc3ccccc32)cc1	9	-5
O=C(O)CCC(=O)Nc1ccc(Cc2ccc(NC(=O)CCC(=O)O)cc2)cc1	-4	2
CC(C)Cn1cc(I)c(=O)[nH]c1=O	-2	0
CC(C)CCNC(=O)c1ccnc(N2CCNC(c3ccccc3)C2)c1 (configuration not stated)	5	3
Cc1nc2cc(N3CC(C(=O)Nc4cccc(Cl)c4)CC3=O)ccc2o1 (configuration not stated)	5	-2
COc1cc(OC)cc(-n2nc(C(=O)Nc3cc(Cl)ccc3OC)c3ccccc3c2=O)c1	-4	5
O=C(COc1ccccc1Br)Nc1nccs1	2	-2
Cc1cc(C)cc(N2Cc3ccccc3C2)c1	nt	-8
O=C(c1ccccc1F)N1CCN(Cc2ccccc2F)CC1	0	-3
CCOc1cc(/C=C2\C(=O)ON=C2C)cc(Br)c1OCc1ccc(F)cc1	75*	-4
CCOc1ccc(/C=C2\SC(=O)NC2=O)cc1OC	7	-1
Cc1oc2ccn(Cc3cccc(F)c3)c(=O)c2c1C(=O)N1CCCN(C)CC1	15	-4
COc1ccc(CNS(=O)(=O)/C=C/c2cc(C)ccc2CNC(=O)OC(C)(C)C)cc1	-10	-2
O=C(CSc1nc(=O)n(Cc2ccccn2)c2c1CCC2)Nc1ccc(F)cc1F	-11	-1
COc1ccc(-n2c(=O)[nH]cc(C(=O)Nc3cccc([N+](=O)[O-])c3)c2=O)cc1OC	-6	-3
Cc1ccc(SC[C@H](c2ccccc2)N2CCN(CC(C)C)CCC2=O)cc1	-6	-8
Cn1ncc2c1ncn1nc(-c3ccccc3Cl)nc21	-8	-6
Cc1ccc(-c2noc(-c3ccc(NC(C)C)nc3)n2)cc1	-10	-1
O=C1c2ccccc2C(=O)N1CN(CN1C(=O)c2ccccc2C1=O)C1CC1	-5	-1
CCc1c(-c2ccccc2)n(Cc2ccco2)c2nc3c(c(=O)n(C)c(=O)n3C)n12	7	-8

# Five entries out of the list, sorted by length of the SMILES, largest number first:
smiles	mHTT-CaM PPI inh	Pf apPOL inh
COc1ccc(-n2c(=O)[nH]cc(C(=O)Nc3cccc([N+](=O)[O-])c3)c2=O)cc1OC	-6	-3
COc1cc(OC)cc(-n2nc(C(=O)Nc3cc(Cl)ccc3OC)c3ccccc3c2=O)c1	-4	5
O=C(O)CCC(=O)Nc1ccc(Cc2ccc(NC(=O)CCC(=O)O)cc2)cc1	-4	2
CCOc1cc(/C=C2\C(=O)ON=C2C)cc(Br)c1OCc1ccc(F)cc1	75*	-4
CCOc1ccc(/C=C2\SC(=O)NC2=O)cc1OC	7	-1

# Continuation:
smiles	mHTT-CaM PPI inh	Pf apPOL inh
O=C(C[C@H]1C(=O)N(Cc2cccnc2)C[C@@H]1Cc1ccccc1)Nc1ccccc1	6	-2
CCN(CC)S(=O)(=O)c1ccc2oc(C(=O)NCCN3CCOCC3)c(C)c2c1	3	-4
O=C(O)C1C2CC=CC2c2cc([N+](=O)[O-])cc3c2N1CC1CC=CC31 (configuration not stated)	18	0
COc1ccc(NC(=O)CSc2nc3nc(C)c(Cc4ccccc4)c(C)n3n2)cc1OC	47	-12
Cc1ccc2nsnc2c1Br	0	nt
O=c1cc(CN2CCN(c3ccccc3F)CC2)c2ccccc2o1	2	0
Cc1ccccc1CC(=O)N1CCC(COc2ccc(C(=O)N3CCCCC3)cc2)CC1	11	1
O=S(=O)(N=S1CCC2(C1)OCCO2)c1cc(C(F)(F)F)cc(C(F)(F)F)c1 (configuration not stated)	nt	-5
CCOC(=O)N1CCN(CC2CCCCC2)CC1	1	-3
Cn1ncc(Cl)c1C(=O)N1CCc2ccccc21	5	-7
O=[N+]([O-])c1ccc(N2CCN(S(=O)(=O)c3ccc(Br)s3)CC2)cc1	7	-8
CC1(C)CC(=O)c2cc(C(=O)Nc3ccc(Cl)cn3)c(=O)n(-c3ccc(Cl)cc3)c2C1	-6	0
CCC(C)NC(=O)c1c(C)sc2ccn(C)c(=O)c12 (configuration not stated)	4	-2
CCc1nnc2ccc(N3CCN(S(=O)(=O)c4ccc(OC)c(F)c4)CC3)nn12	5	1
COc1ccc(N2CCN(CC(O)COC3CC(C)CC(C)(C)C3)CC2)cc1 (configuration not stated)	31&30	-3&-2
CCc1c(O)nc(SCC(=O)N2CCCCC2)[nH]c1=O	-2	2
O=C(Nc1ccccc1C(=O)NCC1CC1)c1cccs1	nt	4&7
COc1ccc(S(=O)(=O)NC2CC2)cc1OC	2&-2	-9&-4
Nc1ccc(-n2ccnc2)cc1	0	3&-1
CC(=O)C1=C(O)C(=O)N(CC2CCCO2)C1c1ccccc1[N+](=O)[O-] (configuration not stated)	2	3

# (listing goes on)
smiles	mHTT-CaM PPI inh	Pf apPOL inh
O=c1oc2cc([N+](=O)[O-])ccc2nc1C=C(O)c1ccco1	17	5
c1ccc(COc2ccc(CN3CCOCC3)cc2)cc1	-7	4
O=C(Cc1csc(Nc2ncccn2)n1)NCC(F)(F)F	-14	-9
O=C(C1CCCN(c2cnc3nccnc3c2)C1)N1CCCCC1 (configuration not stated)	2	-6
COc1ccc(NC(=O)C2CCN(C(=O)Cc3ccccc3)CC2)cc1Cl	7	-9
CN1CCN(NC(NC(=O)c2cccnc2)(C(F)(F)F)C(F)(F)F)CC1	nt	-2
COc1ccc(CSc2nnc3c(n2)[nH]c2ccccc23)cc1	2	0
Cc1cc(-c2nc3ccccc3o2)ccc1NC(=O)C1CC1	0	-4
Clc1nc(NCCC2=CCCCC2)nc(N2CCOCC2)n1	3	-4
Cc1ncc2c(n1)CCN(C(=O)c1ccc(F)c(F)c1)C2	-10	1
FC(F)(F)c1cc(-c2ccco2)nc(NCc2ccccc2)n1	-90	7
CN1C(=O)CCc2cc(NC(=O)Cc3cccs3)ccc21	-3	-2
Cc1ccc(CNC(=O)c2ccc3c(c2)nc(C)n3-c2cccc(F)c2)cc1	13	30
COc1ccccc1/C=c1\sc2nc(=O)c(Cc3ccccc3)nn2c1=O	2	-1
Cc1cccc(C)c1N1C(=O)CSCC1=O	nt	-7
COc1cc(C2NC(=O)c3c(sc4c3CCCC4)N2)ccc1O (configuration not stated)	-11	-3
O=C(CN1CCC(C(=O)Nc2ccc(-n3cnnn3)cc2)CC1)Nc1ccc(F)cc1	-2	-2
O=C(NN1C(=O)CCC1=O)c1ccccc1O	-3	-3
Cc1ccc(OCc2nc(-c3ccc(N4CCSCC4)nc3)no2)cc1	-1	-1
CC(C)(C)NS(=O)(=O)c1ccc2oc3ccc(S(=O)(=O)NC(C)(C)C)cc3c2c1	15	8

# (more compounds)
smiles	mHTT-CaM PPI inh	Pf apPOL inh
CN(C)C(=O)c1ccc(-c2nnc(NCc3ccccc3)c3ccccc23)cc1	33	-2
Fc1ccccc1OCCSc1nc2ccccc2o1	-123&-188&-181	0&-10
COc1cc(C=C2SC(=S)N(C)C2=O)cc(OC)c1OC	8	5
CCOc1ccc(/C=c2\sc3nc(-c4ccc(OC)cc4)nn3c2=O)cc1OCC	-1	-3
O=C(c1ccc(Cl)s1)N1CCc2nc(-c3ccc(F)cc3)ncc2C1	-6	3
Cc1cc(Br)ccc1NC(=O)C(NS(=O)(=O)c1cccs1)C(C)C (configuration not stated)	-6	-5
CC(C)c1nnc2n1CCN(C(=O)c1nccc3ccccc13)C2	-10	-1
Cc1cc(C)cc(NC(=O)C2CCCN(C(=O)c3cccc(Cl)c3)C2)c1 (configuration not stated)	28	1
COc1ccc(CN2CCN(c3cccc(C)c3C)CC2)c(OC)c1	13	-84
Nc1ncc(N=Cc2cc([N+](=O)[O-])ccc2O)cn1	1	1
COCCNC(=O)N1CCc2nc3cc(-c4ccccc4)[nH]n3c(=O)c2C1	4	12
CCCCN(C)C(=O)c1ccc(-c2ccc3c(c2)OCO3)s1	-10	-3
Cc1ccc(S(=O)(=O)N(CC(=O)N2CCC(C)CC2)C(=O)N2CCN(C)CC2)cc1	-28	-3
Cc1sc2cc(C(=O)NC3CCCCC3)[nH]c2c1CN1CCOCC1	-13	4
O=C1c2ccccc2NC(c2cccc([N+](=O)[O-])c2)N1c1ccc(F)cc1 (configuration not stated)	14	-1
COc1cc(C=C2Oc3c(ccc(O)c3CN3CCCCCC3)C2=O)cc(OC)c1OC	28	-46
Cc1onc(-c2ccccc2Cl)c1C(=O)Nc1cccc(-c2cn3cccnc3n2)c1	16	-6
COc1ccc(Cl)cc1C1=N/C(=C/c2ccccc2Cl)C(=O)O1	1	-2
Cc1nnc2nc(-c3cccc(Cl)c3Cl)[nH]n12	-4	-6
CCN(Cc1ccccc1)S(=O)(=O)c1cc(C(=O)Nc2ccccc2Cl)ccc1F	-21	-6

# Remaining list, next part.
smiles	mHTT-CaM PPI inh	Pf apPOL inh
CC1(C)CC(=O)N(c2cc(Cl)cc(Cl)c2)C(=O)C1	nt	-9
CNC(=O)C1CN(C(=O)Nc2ccccc2)CC12CCCC2 (configuration not stated)	-11	-4
CCCN(CCC)c1ccc(/C=C2\C(=O)NN(c3ccc(C)cc3)C2=O)cc1	-2	-4
Cc1cc(C)cc(NC(=O)c2cccc([N+](=O)[O-])c2)c1	1	-5
CCCCN1CCCOc2cc(Br)ccc2S1(=O)=O	-11	-1
Cc1ccc(C2C3CN(Cc4ccccc4)CC=C3C(C(=O)O)=C(N)C2(C#N)C#N)o1 (configuration not stated)	52*	1
O=C(NN=Cc1ccccn1)C(=O)Nc1ccc(Cl)cc1Cl	nt	-4
CCCc1nc(SCc2ccc(OCC)cc2)n[nH]1	-2	-10
